TbREL1 primary: TbREL1 inhibition, primary screen; inhibition, % at 9.66 µM; AID 1117264; TbREL1 RNA ligation, FRET fluorescence; 89,000 tested, 0.49% active; P86926;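 active = inhibition above the mean inhibition across all screened compounds plus 3 SD, cut at about 11% in these data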;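 note: 0% = plate median of test wells and 100% = NSC42067 control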
Target sequence (P86926 whole entry, looked up): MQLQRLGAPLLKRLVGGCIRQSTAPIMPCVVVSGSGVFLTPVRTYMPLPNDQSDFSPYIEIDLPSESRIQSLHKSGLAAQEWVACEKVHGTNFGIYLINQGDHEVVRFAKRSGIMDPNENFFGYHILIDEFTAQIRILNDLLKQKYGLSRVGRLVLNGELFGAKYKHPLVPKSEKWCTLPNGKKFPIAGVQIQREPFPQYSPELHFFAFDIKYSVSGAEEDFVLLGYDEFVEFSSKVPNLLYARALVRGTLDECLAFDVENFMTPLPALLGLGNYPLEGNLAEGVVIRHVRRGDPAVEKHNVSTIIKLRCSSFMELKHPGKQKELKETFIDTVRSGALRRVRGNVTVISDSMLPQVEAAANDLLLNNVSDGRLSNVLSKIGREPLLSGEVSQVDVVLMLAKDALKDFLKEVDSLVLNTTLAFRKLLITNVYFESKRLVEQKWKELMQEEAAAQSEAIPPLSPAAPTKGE
* hit, by the source's call.

TbREL1 primary,Molecule
-1,CCOC(=O)c1ccc(NC(=S)N2CCCC2)cc1
2,Nn1c(SCC(=O)Nc2nccs2)nnc1-c1cc(-c2ccc(Cl)cc2)n[nH]1
-2,COc1ccc(NC(=O)Cc2c(Cl)cccc2Cl)cn1
0,Cc1ccc(C)n1Cc1ccccc1Cl
2,Cc1cc(C)c(S(=O)(=O)c2ccccc2)c(OC(=O)c2c(Cl)cccc2Cl)n1
8,CSc1ncccc1C(=O)Nc1ccncc1
5,Cc1cc(C)n(-c2nc3ccccc3nc2Nc2ccc3c(c2)OCO3)n1
-3,C=CCn1c(=S)sc2c(=O)[nH]c(C)nc21
4,O=C(CSc1nc(=O)[nH]c2c1CCCC2)Nc1cc(C(F)(F)F)cc(C(F)(F)F)c1
1,COc1ccc(NC(=O)COc2ccc(C)cc2)c([N+](=O)[O-])c1
4,O=C(O)CNCC1COc2ccccc2O1 (stereo not drawn)
1,C/C(=N\NC(=O)C1CC1c1ccccc1)c1cccc([N+](=O)[O-])c1 (stereo not drawn)
-4,CCOc1ccccc1NC(=O)COC(=O)CNS(=O)(=O)c1ccc(C)cc1
4,NC1=NC(=O)/C(=C/c2ccccc2OCC(=O)Nc2ccc(F)cc2)S1
-6,CN1CCN(CC(=O)N2c3ccccc3C(C)(c3ccc(Cl)cc3)CC2(C)C)CC1 (stereo not drawn)
-1,COc1ccc(/C=C(\C#N)C(=O)NCC(c2ccc(F)cc2)N2CCOCC2)cc1 (stereo not drawn)
1,Cc1ccc(-c2cc(C(=O)N3CCCc4ccccc43)c3ccccc3n2)cc1
-1,COCCOc1cc(-n2ccnc2SC)c(Cl)cc1Cl
1,Cc1ccnc(NC(=O)c2ccc3c(c2)S(=O)(=O)c2ccccc2C3=O)c1
-1,CCC(C)(C)C(=O)Nc1cccc(Cl)c1C
32*,CC(=O)Nc1cc2c3ccccc3ccc2c2ccccc12
-2,COc1ccc(C(=O)NC(=S)NCc2ccc(-c3nc4ccccc4o3)cc2)cc1OC
0,COc1ccc2c(c1)C(=O)CC(c1ccc(OC)c(OC)c1)O2 (stereo not drawn)
-5,CC(C)c1ccc(N(C(=O)c2snc(C(N)=O)c2N)C(C(=O)NCC2CCCO2)c2ccc(N(C)C)cc2)cc1 (stereo not drawn)
3,CSc1ccc(-c2ccc3c(c2)c(Sc2ccccc2)c(-c2ccccc2)n3C)cc1

(cont.)
TbREL1 primary,Molecule
-2,CC(=O)N1N=C(c2cccc(O)c2)CC1c1cccs1 (stereo not drawn)
5,CCn1cc(C(=O)NCCCN2CC(C)CC(C)C2)c(=O)c2cc(S(=O)(=O)N(C)C)ccc21 (stereo not drawn)
0,CCOC(=O)Cc1cc(=O)[nH]c(/N=C(/NC(=O)c2ccccc2)Nc2ccccc2C(F)(F)F)n1
-6,COc1ccc(NC(=O)C2CCN(S(=O)(=O)c3cccs3)CC2)cc1OC
3,O=C(NCC1CCCO1)c1ccccc1NS(=O)(=O)c1cccs1 (stereo not drawn)
-1,CCN(CC)CCCN1C=C2C(=O)C(C)(OC(=O)CCC(=O)OC)C(=O)C(Br)=C2C=C1c1ccc(OC)cc1 (stereo not drawn)
3,C/C(CC(C)C)=N\Oc1nc(C)cc(C)n1
-6,CCOc1ccc(NC(=O)CCN2CCN(c3ccccc3OC)CC2)cc1
-1,O=c1c2c(nc3n1CCCCC3)sc1c(O)cccc12
-3,Cc1ccc2cccnc2c1N
1,O=C(c1cc(-c2ccco2)on1)N1CCc2ccccc2C1
2,CC1CCCCC1NC(=O)CSc1nnc(CN2CCOCC2)n1C (stereo not drawn)
-3,CCCCC1=CC2=CC(=O)C(C)(OC(=O)CC)C(=O)C2=CN1Cc1ccccc1 (stereo not drawn)
-1,CCOC(=O)c1n[nH]c(=O)c2ccccc12
0,CCOC(=O)/C=C/c1ccccc1S(=O)(=O)NC(C)(C)C
0,CCOCc1nnc(NC(=O)c2cc(Cl)ccc2OC)s1
-1,CCc1ccc(OC)c(-c2csc(N)n2)c1
0,CCCCN(CC)C(=O)Cc1ccccc1OC
-3,C[C@H](CO)N1C[C@H](C)[C@@H](CN(C)Cc2ccc(Oc3ccccc3)cc2)Oc2ccc(NC(=O)Cn3cnnn3)cc2C1=O
-1,CCOc1cc(C(=O)Nc2cc(C)ccc2OC)ccc1OCC(=O)N1CCCCC1
-6,Cn1c(=O)c2c(nc(NC3CCCCC3)n2CC(O)COc2ccccc2)n(C)c1=O (stereo not drawn)
-1,C=CCn1c(SCCOc2ccc(OC)cc2)nnc1C(C)NC(=O)c1ccc(OC)cc1 (stereo not drawn)
5,Cc1ccc(NC2=C(NCCO)C(=O)c3ccccc3C2=O)cc1
-3,Cc1cccc(N(CC(=O)NCc2ccco2)C(=O)CNS(=O)(=O)c2ccc(F)cc2)c1
-3,Cc1cccc(NC(=O)C2CC(=O)n3cnnc3S2)c1 (stereo not drawn)

A different layout for four compounds above:
C=CCn1c(SCCOc2ccc(OC)cc2)nnc1C(C)NC(=O)c1ccc(OC)cc1 (stereo not drawn)
- TbREL1 primary: -1

CCOC(=O)Cc1cc(=O)[nH]c(/N=C(/NC(=O)c2ccccc2)Nc2ccccc2C(F)(F)F)n1
- TbREL1 primary: 0

Cc1ccc(-c2cc(C(=O)N3CCCc4ccccc43)c3ccccc3n2)cc1
- TbREL1 primary: 1

O=C(c1cc(-c2ccco2)on1)N1CCc2ccccc2C1
- TbREL1 primary: 1

(further entries)
TbREL1 primary,Molecule
1,OCCNCc1ccc(OC2CCCC2)cc1
-2,O=C(C1CCCN(S(=O)(=O)c2ccc(F)cc2)C1)N(Cc1cccs1)C1CC1 (stereo not drawn)
-2,O=C(CN1CCOc2ccccc21)NC1CC1
7,CC(NC(=O)CSC1=NCCS1)c1ccccc1 (stereo not drawn)
-6,Oc1ccc(C[C@H]2CN([C@@H](Cc3ccccc3)CN3CCCC3CN3C(=S)NC[C@@H]3Cc3ccccc3)C(=S)N2CC2CCCCC2)cc1 (stereo partly drawn)
-4,OCCOCCn1c(CCNc2nc(-c3ccc(F)cc3)cs2)nc2cc(C(F)(F)F)ccc21
-1,COc1ccc(C(CNC(=O)COc2ccccc2)N2CCOCC2)cc1 (stereo not drawn)
-3,CC1CCCCC12NC(=O)N(Cc1cc(=O)n3ccsc3n1)C2=O (stereo not drawn)
-1,CCCc1nn(-c2cc(Cl)ccc2OC)c2c1C(=O)CCC2
-1,COc1ccc(CCNC(=O)CSc2nncn2N)cc1OC
-2,Cc1ccc(C(=O)C(NC(=O)c2ccco2)N2CCOCC2)cc1 (stereo not drawn)
3,O=C(NCCNc1ccc([N+](=O)[O-])cc1)c1ccco1
5,COCCn1nnnc1CN1CCC(NC(=O)Nc2cccc(OC)c2)CC1
3,CCN(CC)CC#CCC(C)(c1ccccc1)c1ccccc1
2,O=[N+]([O-])c1ccc(S(=O)(=O)N(CC(O)CN2CCCCC2)c2ccccc2)cc1 (stereo not drawn)
2,CCOC(=O)C1=CCN(S(=O)(=O)c2ccc(C)cc2)C1c1ccc(C(C)C)cc1 (stereo not drawn)
0,COc1ccccc1NC(=O)CSc1nc(N)cc(N)n1
0,CC(C(=O)Nc1ccccn1)(c1ccccc1)c1ccccc1
0,CC(C)(C)c1ccccc1OCCCCN1CCCC1
1,O=C(N/N=C/c1cccnc1)c1ccccc1OCc1ccc(Br)cc1
0,O=c1oc2ccccc2cc1-c1cn2cccnc2n1
1,O=C(c1ccc(F)cc1)N1CCC(N2CCCCCC2)CC1
2,NC(=O)Cn1nc(C(F)(F)F)c2c1CCCC2
1,CC(=O)Nc1ccc(-c2cn3cccnc3n2)cc1
-2,O=C(NCc1ccco1)Nc1nnc([C@H]2C[C@H](O)[C@@H](CO)O2)s1

Six entries from above, sorted by the number in TbREL1 primary, lowest first:
structure | TbREL1 primary
OCCOCCn1c(CCNc2nc(-c3ccc(F)cc3)cs2)nc2cc(C(F)(F)F)ccc21 | -4
Cc1ccc(C(=O)C(NC(=O)c2ccco2)N2CCOCC2)cc1 (stereo not drawn) | -2
COc1ccc(CCNC(=O)CSc2nncn2N)cc1OC | -1
CC(C)(C)c1ccccc1OCCCCN1CCCC1 | 0
O=C(N/N=C/c1cccnc1)c1ccccc1OCc1ccc(Br)cc1 | 1
NC(=O)Cn1nc(C(F)(F)F)c2c1CCCC2 | 2

Further entries
TbREL1 primary,Molecule
4,COC(=O)c1sccc1OC(C)C(C)=O (stereo not drawn)
-5,O=C(CCc1c[nH]c2ccccc12)Nc1ccc(Oc2cccnc2)cc1
10,Cc1ccc(CC(=O)NCCS(=O)c2ccc(Cl)cc2)cc1 (stereo not drawn)
0,COc1ccc(CCn2nnnc2C(c2ccc(Cl)cc2)N2CCN(C)CC2)cc1OC (stereo not drawn)
1,CC(C)C(O)P(=O)(OCc1ccccc1)c1ccc(N(C)C)cc1 (stereo not drawn)
-2,CCCCn1c(N)c(N(CCOC)C(=O)c2ccc(S(=O)(=O)N3CCCCCC3)cc2)c(=O)[nH]c1=O
0,COC(=O)C1=C(C)N(CCCC(=O)O)C(=O)NC1c1ccccc1OS(=O)(=O)c1ccccc1[N+](=O)[O-] (stereo not drawn)
-3,CSCCCNC(=S)N1CCN(c2ccc(C(C)=O)cc2)CC1
-1,COCOCCn1cc(CN2CCS(=O)(=O)N(Cc3ccc(-c4ccc(OC)c(OC)c4)cc3)C(CC(C)C)C2=O)nn1 (stereo not drawn)
3,O=C(CN(Cc1ccccc1)C(=O)CNS(=O)(=O)c1ccccc1)NCC1CCCO1 (stereo not drawn)
-2,COC(=O)NNC(=O)c1ccc(C(C)(C)C)cc1
3,Cn1c(N)c(C(=O)COC(=O)C2=NNC(=O)CC2)c(=O)n(C)c1=O
0,COc1cccc(C(O)c2nc(-c3ccc(OC)nc3)cs2)c1 (stereo not drawn)
0,CC(NC(=O)C(C)(C)C)c1nc2ccccc2n1C (stereo not drawn)
-1,Cc1onc(-c2ccccc2)c1C(=O)Nc1ccc(N2CCOCC2)cc1
2,CN(Cc1c(O)ccc2c1oc(=O)c1ccccc12)C1CCCCC1
4,O=C(NCCCn1ccnc1)c1ccc(Br)c(S(=O)(=O)N2CCOCC2)c1
2,CCOC(=O)C1=C[C@@H](C(C)(C)C)N(S(=O)(=O)c2ccc([N+](=O)[O-])cc2)[C@H]1c1ccccc1
1,O=[N+]([O-])c1cc(S(=O)(=O)N2CCCCC2)ccc1NCCCN1CCOCC1
0,O=C(COc1ccc2ccccc2c1Br)N1CCOCC1
-6,Cc1ccc(S(=O)(=O)N2CCOCC2)cc1C(=O)NC1CCSc2ccccc21 (stereo not drawn)
-2,CNC(=O)C(=O)NCC1CCCN1S(=O)(=O)c1cccs1 (stereo not drawn)
2,O=C(Nc1ccc(OC(F)(F)F)cc1)c1ccc(S(=O)(=O)N2CCOCC2)o1
2,O=C(c1cccc(Cl)c1)N1CCC(c2nc3ccccc3[nH]2)CC1
1,CC1(c2nnc(-c3ccc(Cl)cc3)o2)CC(c2c(Cl)cccc2Cl)=NO1 (stereo not drawn)

Following part
TbREL1 primary,Molecule
-8,O=S(=O)(Nc1cc(S(=O)(=O)N2CCOCC2)ccc1NCC1CCCO1)c1ccc(F)cc1 (stereo not drawn)
-1,CCOC(=O)c1nn(-c2ccc(F)cc2)c(-c2ccccc2)c1C(=O)c1ccccc1
-1,Cc1ccc([C@@H]2CC=C(C(=O)O)[C@H](c3ccccc3)N2S(=O)(=O)c2ccccc2C)cc1
4,COCCNC(=O)c1cnn2c1NC(c1ccco1)CC2C(F)(F)F (stereo not drawn)
0,CC(C)NC(=O)N(C)C[C@@H]1Oc2c(NC(=O)Nc3ccccc3)cccc2C(=O)N([C@H](C)CO)C[C@H]1C
-1,CC1CCN(CCCNS(=O)(=O)c2cc3c(cc2Br)CCN3C(=O)C2CC2)CC1
2,Cc1cccc(OCC(=O)NCc2ccncc2)c1C
-2,COc1cc(NC(=O)COc2cc3oc(=O)cc(C)c3cc2Cl)cc(OC)c1OC
0,O=C(C/C=N/OCc1c(Cl)cccc1Cl)c1ccc(Cl)cc1
-2,CC(=O)N1CCc2c(sc(NC(=O)C3CC3)c2-c2nc3ccccc3s2)C1
2,Cc1cc(NC(=O)c2ccc(Br)o2)ccc1NC(=O)c1ccco1
1,CCc1ccc(C(C)NC(=O)/C=C/c2ccc(Br)cc2)cc1 (stereo not drawn)
0,c1ccc2c(c1)CCN2CCN1CCc2ccccc21
-1,CC(Nc1n[nH]c(=O)[nH]c1=O)C(=O)N/N=C/c1cccs1 (stereo not drawn)
0,Clc1cccc(Cl)c1C1=NOC(c2nnc(-c3ccccc3)o2)C1 (stereo not drawn)
5,CCn1c(SCC(=O)Nc2ccccc2-c2ccccc2)nnc1-c1ccc(C)cc1
-2,Nc1nc2n(n1)C(c1ccccc1)CC(c1ccc(F)cc1)N2 (stereo not drawn)
4,CCCOc1ccc(/C=C/C(=O)NCc2ccccc2)cc1
-1,Cc1ccc(/C=N/NC(=O)Cn2nccc2C)o1
-1,CN(C)CCN1C(=O)C(=O)/C(=C(/O)c2ccc(F)cc2)C1c1ccccc1 (stereo not drawn)

Gathered by group, the compounds so far containing a COOH group.
TbREL1 primary,Molecule
4,O=C(O)CNCC1COc2ccccc2O1 (stereo not drawn)
0,COC(=O)C1=C(C)N(CCCC(=O)O)C(=O)NC1c1ccccc1OS(=O)(=O)c1ccccc1[N+](=O)[O-] (stereo not drawn)
-1,Cc1ccc([C@@H]2CC=C(C(=O)O)[C@H](c3ccccc3)N2S(=O)(=O)c2ccccc2C)cc1

A portion of the library; the hit share may differ from the screen's.
